MsrA inh: inhibitors of bovine MsrA; 360,000 compounds, 0.75% hits; purified bovine MsrA, absorbance read-out; inhibition, % at 15.5 µM; AID 651718; in the data active means inhibition above about 4.5%;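 further: 0% = vehicle wells with enzyme and 100% = reference inhibitor wells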
SUMO1-SIM PPI: SUMO1-SIM interaction modulation; P63165; SUMO1 binding to a labelled peptide, TR-FRET, 1 h; inhibition, % at 20 µM; 360,000 compounds, 0.33% hits; AID 602429; in the data active means inhibition above about 37%
Target sequence (P63165 whole entry, looked up): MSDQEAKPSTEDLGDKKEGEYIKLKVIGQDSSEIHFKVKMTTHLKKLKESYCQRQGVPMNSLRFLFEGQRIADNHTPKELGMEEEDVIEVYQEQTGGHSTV
STEP block: inhibitors of human striatal-enriched phosphatase STEP. 360,000 compounds, 0.25% hits. inhibition, % at 20 µM. recombinant STEP, OMFP fluorogenic substrate, fluorescence. P54829. AID 588621;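 active means inhibition at 20 µM, scaled per plate between control wells, above about 37%, limit read from the data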;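 further: 0% = DMSO with enzyme and substrate and 100% = substrate only without enzyme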
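Measure: Control-normalized % inhibition with plate pattern correction | Test system: STEP phosphatase, cell-free reaction | Medium: pH 6.0 Bis-Tris with DTT and Tween 20 | Technique: Fluorescence, 480/540 nm | Times: Reaction 20 min, ambient temperature | Doses: Single compound dose of 20 µM, 1% DMSO final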
E coli Lon inh: inhibits E. coli Lon protease; P0A9M0; inhibition, % at 7.94 µM; purified E. coli Lon protease, fluorescence polarization; AID 602123; 360,000 compounds, 0.42% hits; in the data active means inhibition above about 13%, passing the limit was not always enough;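 further: 0% = enzyme with probe and DMSO and 100% = no enzyme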
Target sequence (P0A9M0 whole entry, looked up): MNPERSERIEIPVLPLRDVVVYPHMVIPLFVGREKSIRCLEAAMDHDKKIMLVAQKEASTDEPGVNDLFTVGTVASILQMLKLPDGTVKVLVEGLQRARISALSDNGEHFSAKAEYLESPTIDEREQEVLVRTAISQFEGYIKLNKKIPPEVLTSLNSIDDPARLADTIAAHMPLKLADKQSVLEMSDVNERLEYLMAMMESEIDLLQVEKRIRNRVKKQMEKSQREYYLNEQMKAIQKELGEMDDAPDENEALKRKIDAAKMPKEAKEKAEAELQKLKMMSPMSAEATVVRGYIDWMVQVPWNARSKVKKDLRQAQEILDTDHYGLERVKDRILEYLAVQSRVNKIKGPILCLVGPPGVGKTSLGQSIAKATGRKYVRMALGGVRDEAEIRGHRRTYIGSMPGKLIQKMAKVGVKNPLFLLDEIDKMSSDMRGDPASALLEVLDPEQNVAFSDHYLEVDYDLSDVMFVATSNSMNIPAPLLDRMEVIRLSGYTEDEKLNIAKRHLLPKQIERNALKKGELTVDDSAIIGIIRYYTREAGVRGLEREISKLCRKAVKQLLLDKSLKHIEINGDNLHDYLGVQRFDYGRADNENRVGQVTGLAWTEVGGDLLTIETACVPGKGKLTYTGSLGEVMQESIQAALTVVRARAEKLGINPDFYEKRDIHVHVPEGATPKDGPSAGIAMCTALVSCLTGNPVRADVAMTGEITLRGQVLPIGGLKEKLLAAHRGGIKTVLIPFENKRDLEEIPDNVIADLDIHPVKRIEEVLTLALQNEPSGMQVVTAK
CendR NRP1 mod: modulators of CendR peptide binding to human neuropilin-1; O14786; FAM-RPARPAR peptide binding to NRP-1, fluorescence polarization; inhibition, % at 25 µM; 360,000 compounds, 0.85% hits; AID 602438;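 active means inhibition or corrected inhibition above about 18%, plus a signal ratio from 0.5 to 1.5, limit read from the data, passing the limit was not always enough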; further: strong numbers were not always called active
bovine MsrA act: activates bovine MsrA enzyme; purified bovine MsrA, absorbance read-out; activation, % at 10.6 µM; 360,000 compounds, 0.3% hits; AID 602163; in the data active means activation above about 7.5%;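 further: 0% = vehicle and 100% = reference activator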
DNMT1 inh: DNMT1 (human) enzyme inhibition | inhibition (reported as % activation of signal), % at 10 µM | 360,000 compounds, 0.83% hits | AID 588458 | DNMT1 molecular beacon, Hinp1I cleavage, fluorescence | P26358; in the data active means inhibition above about 50%
TbMetRS inhib: Trypanosoma brucei MetRS inhibition; purified T. brucei MetRS, ATP depletion, Kinase-Glo luminescence; 360,000 compounds, 0.4% hits; inhibition, % at 11.9 µM;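 active means inhibition above a per-plate cutoff of the control wells' mean inhibition plus 3 SD, cut at about 5.5% in these data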;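 further: 0% = DMSO wells median and 100% = median of wells with control inhibitor compound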
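Material: parasite MetRS enzyme / Replication: singlicate, one well per compound / Signal: luminescence of leftover ATP / Schedule: 2 h aminoacylation at 25 °C after 15 min preincubation / Medium: HEPES-MgCl2-KCl buffer plus DTT, spermine, BSA, pyrophosphatase / Doses: 11.9 µM single point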
LMPTP inh: blocks human LMPTP phosphatase; P24666; recombinant LMPTP-A, OMFP fluorogenic substrate, fluorescence intensity; 360,000 compounds, 0.22% hits; inhibition, % at 20 µM;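 active means compounds that cut the enzyme signal by at least half of the control window in the single-dose screen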;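 further: plate controls were DMSO wells with enzyme plus substrate for no effect and substrate without enzyme for full effect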
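Assay system: LMPTP-A enzyme. Input: 0.625 nM LMPTP-A final. Probe or stimulus: 400 µM OMFP. Compound dosing: single 20 µM dose. Schedule: 50 min dark incubation at room temperature. Detection: fluorescence intensity of OMFP turnover product. Read-out: percent inhibition versus substrate-only and uninhibited controls. Benchmarks: no-enzyme low control, uninhibited high control.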
Scp-1 inhibitor: inhibitors of human Scp-1 phosphatase. Recombinant Scp1, phosphopeptide, malachite green phosphate absorbance. inhibition, % at 20 µM. 340,000 compounds, 0.88% hits;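 active means inhibition above about 50% at 20 µM, limit read from the data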;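 further: plate controls were DMSO wells with enzyme for no effect and wells lacking enzyme for full effect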
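Times: enzyme reaction 45 min at room temperature, colour 5 min, stabilisation 30 min. Material: SCP-1 catalytic fragment, aa 76-261. Medium: Acidic Tris acetate buffer with magnesium and detergent. Signal: colorimetric free-phosphate detection, absorbance 630 nm. Read-out basis: % inhibition of SCP-1 phosphate liberation. Reagent: Phosphorylated 17-residue peptide substrate.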
* marks the source's active call; other numbers are inactive results; nt = not tested or not shown.

SMILES	MsrA inh	SUMO1-SIM PPI	STEP block	E coli Lon inh	CendR NRP1 mod	bovine MsrA act	DNMT1 inh	TbMetRS inhib	LMPTP inh	Scp-1 inhibitor
CCOC(=O)C1=C(c2ccccc2)NC(=S)NC1c1cc([N+](=O)[O-])ccc1OC (centres undefined)	3.4	-12	2	3	-2	-3	-7	-0.8	1.7	8
COC(=O)c1ccccc1NC(=O)CSCC(=O)Nc1ccc(F)cc1	nt	1	-2	1	-2	-4	1	-0.2	-0.1	-3
Cc1onc(-c2ccccc2Cl)c1C(=O)Nc1ccccc1	1.5	-1	-2	-5	-2	-6	3	-1.5	0.2	-2
Cc1cccc(N2CCN(C(=O)c3ccncc3)CC2C)c1 (centres undefined)	-1.0	-1	0	-2	17	-1	4	-0.3	-0.9	0
O=C(c1noc2c1CCCC2)N1CCCCC1	2.3	-4	1	5	-4	-2	5	0.1	-0.5	-8
CC(=O)Nc1c(Cl)cc2c(c1Cl)C(=O)c1ccccc1-2	0.5	-42	0	17	5	-8	-3	-0.2	0.7	8
O=C1N[C@@H](Cc2ccccc2)COC(=O)[C@H](Cc2ccc(F)cc2)C/C=C\C[C@H]1CC(=O)N(CCO)Cc1ccccc1	-1.6	6	12	-4	-6	19*	-10	0.1	1.2	-4
COc1cc(C(=O)NCC(=O)OCC(=O)c2cccc3ccccc23)cc(OC)c1OC	0.1	61*	0	-6	-11	-3	6	0.5	0.5	-6
COc1ccccc1NC(=O)N(C)C[C@@H]1Oc2ncc(Br)cc2C(=O)N([C@H](C)CO)C[C@@H]1C	-0.8	5	0	-7	0	-2	5	-1.1	-0.2	nt
CCN1CCc2c(sc(NC(=S)NC(=O)c3ccco3)c2C(N)=O)C1	0.4	-10	10	-64	-109	-6	-6	-0.1	5.4	-2
CCOc1ccc(S(=O)(=O)N2CCCCC2)cc1NC(=O)CSCc1c(C)noc1C	-0.1	0	1	-4	-4	-3	-2	-0.3	0.7	-2
CN(Cc1ccc2nonc2c1)Cc1nc(CC2CC2)no1	0.5	-19	0	-12	5	0	-1	-0.2	0.5	-7
O=[N+]([O-])c1ccccc1/C=C/CN1CCC(O)CC1	1.1	-20	1	3	5	-6	4	-0.8	-2.2	-4
C=CCNC(=O)c1onc(CSc2cccc(C)c2)c1C(=O)O	-0.8	2	4	5	4	4	2	-0.3	-2.3	-1
O=C(O)COc1ccccc1C=NNC(=O)c1ccc(NS(=O)(=O)c2cccs2)cc1	5.9*	0	-2	5	1	-5	0	-0.4	-0.6	-6

Random excerpt: 6 records from the list
SMILES	MsrA inh	SUMO1-SIM PPI	STEP block	E coli Lon inh	CendR NRP1 mod	bovine MsrA act	DNMT1 inh	TbMetRS inhib	LMPTP inh	Scp-1 inhibitor
CCOc1ccc(S(=O)(=O)N2CCCCC2)cc1NC(=O)CSCc1c(C)noc1C	-0.1	0	1	-4	-4	-3	-2	-0.3	0.7	-2
Cc1onc(-c2ccccc2Cl)c1C(=O)Nc1ccccc1	1.5	-1	-2	-5	-2	-6	3	-1.5	0.2	-2
CC(=O)Nc1c(Cl)cc2c(c1Cl)C(=O)c1ccccc1-2	0.5	-42	0	17	5	-8	-3	-0.2	0.7	8
COC(=O)c1ccccc1NC(=O)CSCC(=O)Nc1ccc(F)cc1	nt	1	-2	1	-2	-4	1	-0.2	-0.1	-3
O=C(c1noc2c1CCCC2)N1CCCCC1	2.3	-4	1	5	-4	-2	5	0.1	-0.5	-8
CCN1CCc2c(sc(NC(=S)NC(=O)c3ccco3)c2C(N)=O)C1	0.4	-10	10	-64	-109	-6	-6	-0.1	5.4	-2

Additional entries:
SMILES	MsrA inh	SUMO1-SIM PPI	STEP block	E coli Lon inh	CendR NRP1 mod	bovine MsrA act	DNMT1 inh	TbMetRS inhib	LMPTP inh	Scp-1 inhibitor
N#CCC(=O)N/N=C/c1ccc(N2N=C(c3ccccc3)CC2c2ccccc2)cc1 (centres undefined)	3.6	1	5	-101	-75	-4	-13	-0.4	6.6	-6
Nc1nc(N)nc(-c2cccc(Br)c2)n1	1.1	-7	-1	2	-17	-11	-3	-0.6	-0.2	-2
Cc1cc(NC(=O)CSc2nc3cc4c(cc3c(=O)n2CCc2ccccc2)OCO4)no1	0.4	-2	0	2	6	1	33	-0.4	-0.6	-9
Cc1cc(-c2nc3ccccc3s2)ccc1N	4.7*	-10	-1	1	-10	-3	-10	-0.4	1.7	0
CCCCn1nnnc1C(c1cc2ccccc2o1)N(C)CCc1ccccc1 (centres undefined)	-0.3	1	nt	-5	-9	-3	nt	-0.7	3.2	nt
CC1=C(C(=O)N(C)C)CC(CC(=O)NCCCCc2ccccc2)C(=O)N1CCC1=CCCCC1 (centres undefined)	0.6	2	2	1	-7	1	-1	0.7	-0.9	nt
Nc1ncnc2c1ncn2[C@@H]1O[C@H](CNS(=O)(=O)c2cc(S(=O)(=O)c3ccccc3)cs2)[C@@H](O)[C@H]1O	3.1	-2	1	-1	-5	-1	2	0.6	-0.1	4
Cc1ccc2c(CC(=O)N3CCc4ccccc43)coc2c1	2.0	-2	0	11	0	-2	0	-0.4	2.2	-16
CC(C)CN1C(=O)N(c2ccc(Cl)cc2)C(C)(O)CC1(C)C (centres undefined)	-0.4	9	-2	-4	1	-3	2	1.6	0.0	-9
COc1ccccc1CC(=O)NC(=O)c1ccccc1O	0.7	7	0	-21	2	-6	-2	-0.3	-1.9	-3
CCN(Cc1ccccc1)S(=O)(=O)c1ccc(S(=O)(=O)N(Cc2cccc(OC)c2)CC2CCCO2)cc1 (centres undefined)	1.0	-1	1	5	1	-7	0	-1.7	0.2	-13
COc1cc(/C=C/C(=O)Nc2ccc(S(=O)(=O)Nc3onc(C)c3C)cc2)cc(OC)c1OC	4.0	-2	2	0	8	-2	2	-0.3	0.0	-11
Cn1c(SCC(=O)N2CCCc3ccccc32)nnc1-c1cccs1	-0.7	0	0	-7	5	0	0	0.8	-0.2	-3
O=C(CN1CCCCC1)n1c2ccccc2c2ccccc21	2.7	2	0	10	1	-8	21	-0.5	0.1	-4
O=C(Nc1ccc(Cl)cc1)c1csc([C@H]2C[C@H](O)[C@@H](CO)O2)n1	0.2	-4	-2	-4	-8	-8	0	-0.3	-1.5	nt
COC(=O)C1=C(C)N=C2SCCC(=O)N2C1c1cccs1 (centres undefined)	0.9	-5	4	-7	2	-1	2	-0.3	0.5	-1
CCn1cc([N+](=O)[O-])nc1C	0.2	-1	-2	-2	2	-9	2	-1.2	0.2	10
COc1ccc(C=NNc2nc3c([nH]2)c(=O)n(C)c(=O)n3C)cc1	5.5*	1	0	3	7	-3	-3	-0.3	-2.1	-8
CC1CC(C(F)F)n2nc(C(=O)O)cc2N1 (centres undefined)	0.2	0	-2	-9	3	-4	2	0.0	-0.9	-2
COc1ccc([N+](=O)[O-])cc1NC(=O)Cc1ccc(Cl)cc1	1.9	-20	-3	-12	0	-6	1	-0.3	-1.5	-11
O=C(Nc1ccc(-c2nnc3n2CCCCC3)cc1)c1cc2ccccc2o1	1.0	-5	3	-6	-16	-6	-7	-0.8	-0.1	1
Cc1nnc(NC(=O)C2CCCCC2)s1	-0.1	-2	-1	4	-10	0	-1	-0.3	-0.9	0
O=C(O)c1ccc(N/N=C/c2cc3ccccc3nc2Cl)cc1	2.0	-11	2	-17	-36	-8	2	-0.6	0.9	-6
Cc1ccc(NC(=O)COC(=O)c2ccnn2C)cc1	0.5	-3	-11	-10	3	-4	3	-1.6	-0.8	-3
COc1ccc(N(CC(=O)NCc2ccccc2)C(=O)Cn2nnc(-c3ccccc3F)n2)cc1OC	2.1	-4	6	7	0	-3	-1	-0.2	-1.4	-1
O=C(NCCc1ccccc1)C1CCN(C(=O)N2CCOc3ccccc32)CC1	-0.4	-3	-2	-8	2	-3	3	-0.2	-1.1	-1
O=C(CNS(=O)(=O)c1ccccc1F)Nc1ccc(N2CCOCC2)cc1	-0.3	0	-3	5	-11	1	-3	-0.5	0.1	-5
CCCNS(=O)(=O)c1ccc(CCC(=O)Nc2ccc3c(c2)OCO3)cc1	0.7	0	-2	-9	11	-1	-9	-0.5	-0.5	-6
Cc1ccc(-c2nn(-c3ccccc3)cc2C=C2C(=O)CC(C)(C)CC2=O)cc1	-0.1	10	6	2	-12	-1	7	0.0	-1.2	-10
NC12CC3CC(C1)CC(CO)(C3)O2	0.3	-2	-2	3	1	0	2	0.3	-2.1	4
CN(C)C(=O)CCc1ccc2c3c([nH]c2c1)[C@]1(CCC2CCCC2)[C@@H](C(=O)N2CCOCC2)C[C@H](CC(=O)NCc2ccco2)C(=O)N1CC3	0.1	1	-2	-2	7	-1	-3	0.5	-1.3	4
C#CCN(CC=C)C(=O)c1ccc(OC2CCN(S(=O)(=O)N(C)C)CC2)cc1	0.6	5	-1	2	17	-5	15	-0.6	-1.0	1
C[C@@H]1COC(=O)[C@H](CC(=O)OC(C)(C)C)C/C=C\C[C@H](CC(=O)N(CCO)Cc2ccccc2)C(=O)N1	-1.1	1	-1	-7	-6	-12	6	-0.1	-0.7	14
CC1CCCN(c2ccc(C(=O)OCn3nnc4ccccc4c3=O)cc2[N+](=O)[O-])C1 (centres undefined)	1.6	-7	7	6	-3	-9	-1	-0.4	2.4	-12
CCC(=O)c1ccc(OCC(=O)N(Cc2nnc(-c3ccccc3Cl)o2)C2CC2)cc1	1.1	19	0	2	8	-6	0	-0.5	-9.1	-1

Screening results (PubChem BioAssay)
